# GAA glycogen: inhibitors or activators of human alpha-glucosidase glycogen cleavage. P10253. hit rate 0.38% among 300,000. Potency, µM (titrated, usually from 76.4 µM), inactives show at the top dose activity change, negative = inhibition, most hits filed as inhibitors. recombinant GAA, glycogen substrate, Amplex Red glucose oxidase fluorescence; active means well fitted inhibition curve with a large enough effect; inconclusive means small, poorly fitted or top-dose-only effect, or another doubt; inactive means no such curve, though single readings can be large or run the other way;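 further: 0% = full enzyme reaction and -100% = no-enzyme basal signal; the screen sought inhibitors and activators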
#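 Recombinant human alpha-glucosidase (4 nM final) hydrolysed bovine liver glycogen (30 ug) for 40 min at 37 C in pH 5.0 citrate/phosphate with 0.01% Tween-20. Released glucose detected by glucose oxidase/Amplex Red, Ex 573/Em 610 nm. Compounds up to 77 uM; AC50 from Hill fits.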
# * marks the source's active call; other numbers are inactive results; ? = inconclusive; & = joins results of further samples; [ ] = another dose, or the depositor's remark. Potency means the concentration at half of the fitted maximal effect. An excerpt; the hit share may differ from the screen's.
GAA glycogen,Compound
-4.0%[76.3 µM],Cc1ccc(S(=O)(=O)N[C@@H](CC(C)C)C(=O)N2CCC(C(=O)N[C@H](C(=O)O)C(C)C)CC2)cc1
-1.6%[76.3 µM],O=C(Nc1ccnn1C1CCN(Cc2ccccc2)CC1)C1CCOC1 (configuration not stated)
0.8%[76.3 µM],COc1ccc(NC(=O)c2noc3c2CSc2ccccc2-3)cc1Cl
-5.0%[76.3 µM],CCOc1ccccc1C(=O)Nc1cccc2cccnc12
17.7%[76.3 µM],COc1ccc(C(=O)NCc2cc3ccccc3n2C)cc1
2.9%[76.3 µM],CS(=O)(=O)N(CCCC(=O)N1CCCCCC1)c1cccc(Cl)c1
-11.1%[76.3 µM],C=CCNC(=O)c1onc(CSc2nc3ccccc3[nH]2)c1C(=O)NCC=C
0.4%[76.3 µM],Cc1cccc(NC(=O)CCC2CCN(C(=O)C3CC=CCC3)CC2)c1 (configuration not stated)
8.6%[76.3 µM],COc1ccc(NC(=O)C(=O)c2cc(C)n(-c3ccc(C)cc3)c2C)cc1Cl
3.9%[76.3 µM],C=CCOc1ccc(C2NC(=O)c3ccccc3O2)cc1OCC (configuration not stated)
3.8%[76.3 µM],CCN1CCN(C(CNS(=O)(=O)c2ccccc2)c2cccnc2)CC1 (configuration not stated)
-13.5%[76.3 µM],CCOC(=O)C1CCCN(C(=O)c2ccc3c(c2)sc2nc(-c4cccc(OC)c4)cn23)C1 (configuration not stated)
-0.5%,O=C1c2ccccc2C(=O)N1Cc1ccccc1F
-1.4%[76.3 µM],COC(C(=O)Nc1ccnn1C1CCN(Cc2ccc(CO)o2)CC1)c1ccccc1 (configuration not stated)
-4.2%[76.3 µM],COCCN(C(=O)COC(=O)c1cccs1)c1c(N)n(Cc2ccccc2)c(=O)[nH]c1=O

# Brought forward from above: 2 compounds, then new ones.
GAA glycogen,Compound
-1.4%[76.3 µM],COC(C(=O)Nc1ccnn1C1CCN(Cc2ccc(CO)o2)CC1)c1ccccc1 (configuration not stated)
-4.2%[76.3 µM],COCCN(C(=O)COC(=O)c1cccs1)c1c(N)n(Cc2ccccc2)c(=O)[nH]c1=O
-7.7%[76.3 µM],O=C(O)CC(C(=O)Nc1ccc(Cl)cc1)N1CCCCCC1 (configuration not stated)
-4.2%[76.3 µM],COc1cccc(NC(=O)N2CCCCCC2)c1
-10.2%[76.3 µM],CC(NC(=O)c1c(O)c2ccccc2n(C)c1=O)c1ccccc1 (configuration not stated)
-1.2%[76.3 µM],CC(C)[C@H](NC(=O)[C@@H]1Cc2c([nH]c3ccccc23)C2c3ccccc3C(=O)N21)C(=O)N1CCC[C@@H]1C(=O)O (some centres not stated)
-15.2%[76.3 µM],CCc1cccc(NC(=O)C2CC2c2ccccc2)c1 (configuration not stated)
-10.5%,COc1ccc(-c2noc(CCCC(=O)NCC3CCCO3)n2)cc1 (configuration not stated)
-14.4%[76.3 µM],Cc1ccc(C)c(NC(=O)C(c2ccccc2)N2Cc3ccccc3C2=O)c1 (configuration not stated)
-5.4%[76.3 µM],CCOC(=O)c1cccc(Nc2cc(C)nc(C)n2)c1
2.0%,O=C(NC1CCN(c2ncccn2)CC1)c1ccccc1F
1.4%[76.3 µM],CCOC(=O)C1CCN(C(=O)C2CC(=O)N(c3ccc4c(c3)OCCO4)C2)CC1 (configuration not stated)
2.6%[76.3 µM],Cc1onc(-c2ccccc2)c1C(=O)N/N=C/c1cc(Br)c(O)c(Br)c1
11.7%[76.3 µM],O=C(Nc1cc(Cl)ccc1Cl)c1ccco1
-1.5%[76.3 µM],CCn1nccc1C(=O)Nc1ccccc1OC
-8.6%[76.3 µM],Cc1cccc(OCC(=O)Nc2nnc(S(=O)(=O)N3CCC(C)CC3)s2)c1
9.9%,CCC1CCCCN1C(=O)CCNC(=O)Cn1cnc2ccccc2c1=O (configuration not stated)
-19.7%[76.3 µM],COc1ccc(CNc2ncnc3sccc23)cc1
0.2%[76.3 µM],CC(=O)NC1CC2CCCC(C1)N2Cc1ccc(C)cc1 (configuration not stated)
-6.4%[76.3 µM],Cc1ccc(CC(=O)O/N=C(\N)c2ccccn2)cc1
-6.8%[76.3 µM],O=C(/C=C/c1c(F)cccc1Cl)Nc1cccnc1
7.1%[76.3 µM],Cc1ccc(N(C(=O)c2csnn2)C(C(=O)NC2CCCCC2)c2cccnc2)c(C)c1 (configuration not stated)
2.3%,COc1ccc(Cc2nnc(NC(=O)Nc3cccc(OC)c3)s2)cc1
-14.7%[76.3 µM],COc1cccc(NC(=O)CSCc2cc(=O)n3nc(C4CC4)sc3n2)c1
-4.0%[76.3 µM],CC(=O)Nc1ccc(S(=O)(=O)N2CCN3CCCC3C2)cc1 (configuration not stated)
-30.1%,CCn1cc2nc(SCC(=O)Nc3ccc(OC)c(OC)c3)n(Cc3ccc(OC)cc3)c(=O)c2n1
-13.3%[76.3 µM],CN(C)CCCN(C(=O)c1ccc(S(=O)(=O)N2CCCc3ccccc32)cc1)c1nc2ccc(F)cc2s1
-3.5%[76.3 µM],CC1CC(C)CN(S(=O)(=O)N2CCCC(C(=O)NCCc3ccccc3)C2)C1 (configuration not stated)
-5.8%,CCOC(=O)Cn1c(-c2ccccc2)cc(SC)c(C#N)c1=O
-0.6%[76.3 µM],CSc1ccc(-c2nc(CSCC(=O)NCCCN3CCCC3=O)c(C)o2)cc1
8.3%[76.3 µM],CC(C)(C)c1ccccc1OCC(=O)NCc1ccccc1
-6.4%[76.3 µM],Cc1ccc(NC(=O)c2cccnc2)c([N+](=O)[O-])c1
-3.0%,COc1ccc(/C=N/N(C)C2=NS(=O)(=O)c3ccccc32)cc1
4.4%,Cc1onc(-c2ccccc2Cl)c1C(=O)NC1CCCCCC1
2.3%,CC(C)(C)c1ccc(OCc2ccc(C(=O)Nc3cccnc3)o2)cc1
-7.0%[76.3 µM],CSc1ccccc1NC(=O)c1csc(C)c1
6.6%[76.3 µM],O=C(Oc1ccc2ccc(O)cc2c1)c1ccccc1Cl
0.9%[76.3 µM],CCc1noc(-c2ccc(N3CCCCC3)c([N+](=O)[O-])c2)n1
-2.0%[76.3 µM],CC(=O)c1ccc(NC(=O)C2=CC(c3ccc4c(c3)OCO4)=NS(=O)(=O)N2C)cc1
?,CSc1ccc(C2Nc3cccc4cccc(c34)N2)cc1
-3.1%[76.3 µM],CCn1c(CNC(=O)c2ccc(Cl)cc2)nnc1SCC(=O)N1CCOCC1
-10.7%[76.3 µM],COCc1cc(C)nc(SCC(=O)Nc2ccccc2N2CCOCC2)c1C#N
7.2%[76.3 µM],CCOc1ccc(OCCn2c(SCC(=O)O)nc3ccccc32)cc1
-0.8%[76.3 µM],CC(C)c1csc(CN2CCCC(CNC(=O)c3cccc4ccccc34)C2)n1 (configuration not stated)
3.4%,COc1ccccc1OCc1nnc(SCC(=O)N2CCCC2)o1
-0.3%,CCC1Oc2ccc(C)cc2N(CC(=O)NCCN2CCOCC2)C1=O (configuration not stated)
0.1%[76.3 µM],Cc1c(NC(=O)c2ccccc2F)cccc1-c1nc2cccnc2s1

# Entries from the list above that have a tert-butyl group, in the order listed:
GAA glycogen,Compound
8.3%[76.3 µM],CC(C)(C)c1ccccc1OCC(=O)NCc1ccccc1
2.3%,CC(C)(C)c1ccc(OCc2ccc(C(=O)Nc3cccnc3)o2)cc1

# The listing continues:
GAA glycogen,Compound
8.0%,CSc1ccc(Cl)c(C(=O)NCCCn2ccnc2)c1
-8.4%,O=C(C1=C(O)C(=O)N(CCN2CCOCC2)C1c1cccc(Br)c1)c1cccs1 (configuration not stated)
-1.9%[76.3 µM],COc1ccc(S(=O)(=O)N2CCC(C)CC2)cc1OC
-6.3%[76.3 µM],O=C(NCCCN1CCOCC1)c1ccc2c(=O)n(-c3ccc(F)c(Cl)c3)c(=S)[nH]c2c1
-0.7%[76.3 µM],O=C(CNC(=O)N1CC(=O)Nc2ccccc21)NCc1ccccc1Cl
6.3%[76.3 µM],Cc1nnsc1C(=O)Oc1ccc(Cl)cc1
-0.9%[76.3 µM],COc1cc(S(=O)(=O)NCc2ccncc2)c(OC)cc1Br
2.6%[76.3 µM],Cc1ccc(NC(=O)CN(C)C(=O)C2CC(=O)N(Cc3ccccc3)C2)cc1 (configuration not stated)
0.0%,On1c(-c2ccccc2Cl)nc2ncccc21
-10.0%[76.3 µM],Cc1ccc(S(=O)(=O)N2CCN(c3ccccc3)CC2)cc1C(=O)NC1CCCCC1
-2.0%,Cc1ccnc(NC(=O)c2cc(F)c(F)cc2Cl)n1
-0.4%[76.3 µM],CCN1CCN(CCCNC(=O)CCC(=O)N2CCOc3ccc(Cl)cc32)CC1
-8.6%[76.3 µM],CC(=O)Nc1ccc(S(=O)(=O)N2CCN(c3nc(C)cc(C)n3)CC2)cc1
-8.8%[76.3 µM],CCCN(CCC)C(=O)C1CCN(c2ncnc3c2nc2n3CCCCC2)CC1
-4.5%[76.3 µM],Cc1cccc(C(=O)N2CCCC(Nc3ccc(C(C)C)cc3)C2)n1 (configuration not stated)
-4.4%,CCc1ccccc1NC(=O)C1(S(=O)(=O)c2ccc(C)cc2)CC1
1.3%[76.3 µM],Cc1ccc(NC(=O)c2ccc(Cl)c(N3C(=O)CCC3=O)c2)cc1
-8.8%[76.3 µM],COc1ccc(COC(=O)C2=C(C)NC(=O)NC2c2ccc(O)cc2)cc1 (configuration not stated)
-1.6%,COc1cc(O)c2c(=O)c(-c3ccc(O[C@@H]4O[C@H](CO)[C@@H](O)[C@H](O)[C@H]4O)cc3)coc2c1
1.3%[76.3 µM],CCc1ccc(OCC(=O)Nc2ccncc2)c(Br)c1
-5.5%,CCC(NC(=O)OCc1ccccc1)C(=O)Oc1ccc2ccc(=O)oc2c1 (configuration not stated)
1.9%,COc1ccc(-c2cnc3c(-c4ccc(F)cc4)cnn3c2N)cc1
9.4%,COCCN(C(=O)CCC(=O)Nc1nccs1)C(C(=O)NCCC(C)C)c1ccc(OC)cc1 (configuration not stated)
2.9%[76.3 µM],CC1CCN(CCC(=O)Nc2ccc(F)c(F)c2)CC1
0.4%,COc1ccc(C(=O)N2CC(=O)Nc3ccc(F)cc3C2c2ccccc2)cc1 (configuration not stated)
0.8%[76.3 µM],O=C(CCN1C(=O)[C@@H]2Cc3ccccc3CN2C1=O)N[C@@H](Cc1ccccc1)C(=O)O
3.9%[76.3 µM],COc1cc([N+](=O)[O-])cc([N+](=O)[O-])c1NC(=O)N1CCOCC1
9.4%,On1c(-c2ccccc2)nc2ncccc21
2.1%[76.3 µM],COc1cc(NC(=O)COc2ccccc2Cl)ccc1NC(=O)c1cccs1
-14.0%[76.3 µM],Cc1ccc(CN2CCN(/N=C/c3cc(Br)ccc3F)CC2)cc1

# Retrieved by compound from the entries so far, three records:
GAA glycogen,Compound
2.9%[76.3 µM],CC1CCN(CCC(=O)Nc2ccc(F)c(F)c2)CC1
2.1%[76.3 µM],COc1cc(NC(=O)COc2ccccc2Cl)ccc1NC(=O)c1cccs1
-1.6%,COc1cc(O)c2c(=O)c(-c3ccc(O[C@@H]4O[C@H](CO)[C@@H](O)[C@H](O)[C@H]4O)cc3)coc2c1

# More entries follow.
GAA glycogen,Compound
-11.8%&1.7%[76.3 µM],O=C(COCc1cc(-c2ccc3c(c2)OCO3)on1)N1CCN(c2cccc(C(F)(F)F)c2)CC1
9.7%[15.3 µM],COc1ccc([C@]23Cc4cc(OC)c(OC)cc4C(O2)c2c(cc(C)oc2=O)O3)cc1
-0.3%[76.3 µM],COc1ccccc1N1CCN(C2CCCN(C(=O)Cn3cccn3)C2)CC1 (configuration not stated)
5.7%[76.3 µM],O=C(NCC(=O)N1CCN(c2ccccc2)CC1)c1cccs1
2.9%,COc1ccc(C(=O)N/N=C(\C)CC(=O)Nc2ccccn2)cc1OC
0.7%,CC1CN(C(=O)c2cc3cc(F)ccc3[nH]2)CC(C)O1 (configuration not stated)
3.5%[76.3 µM],COc1ccc(CN2CCCC(C(=O)Nc3cccc(-n4cccn4)c3)C2)cc1 (configuration not stated)
8.5%[76.3 µM],Cc1ccc(CNC2CCCCC2)s1
-2.2%[76.3 µM],Cc1cc(C)c(C)c(OCCN2CCOCC2)c1
-2.4%,O=C(O)c1cc(S(=O)(=O)NC(Cc2c[nH]c3ccccc23)C(=O)O)ccc1Cl (configuration not stated)
-3.2%[76.3 µM],COc1cc(OC)cc(C(=O)NCCSCc2ccc(Cl)cc2)c1
-1.3%[76.3 µM],O=C(Nc1cccc(-n2cnnn2)c1)c1cccc(Cl)c1
2.4%,c1ccc(CNc2c3ccccc3nc3ccccc23)cc1
3.1%,COc1ccc2c(c1)c(=O)oc1c(C)c(OCc3ccc(C(=O)O)cc3)ccc12
0.0%[76.3 µM],Cc1cccc(C(=O)N2CCN(S(=O)(=O)N3CCCCC3)CC2)c1

# In a second layout: results already given.
SMILES	GAA glycogen
O=C(Nc1cccc(-n2cnnn2)c1)c1cccc(Cl)c1	-1.3%[76.3 µM]
COc1ccc(C(=O)N/N=C(\C)CC(=O)Nc2ccccn2)cc1OC	2.9%

# (list continues)
GAA glycogen,Compound
-5.8%[76.3 µM],Cc1ccc(N(C)C(=O)c2cc(S(=O)(=O)N3CCOCC3)cn2C)cc1
-7.7%&13.0%[76.3 µM],O=C(Nc1nnc(S(=O)(=O)N2CCCCC2)s1)c1ccc(Cl)cc1
5.2%[76.3 µM],COc1ccc(C(=O)N/N=C/C(=O)c2ccccc2)cc1
?,CC(C)CC1Nc2ccc(C(=O)NCc3ccc4c(c3)OCO4)cc2NC1=O (configuration not stated)
